Autophagy HCS – autophagy modulators in MEF cells, primary screen, imaging, high-content, MEF GFP-LC3; hit rate 0.98% among 190,000; AID 463193, 2010; calls only at 10 µM (by protocol); MEF GFP-LC3 puncta imaging; test concentration mostly 10 µM;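 active = percentage of spot-positive cells more than 3 SD above its plate mean, without a fluorescence outlier flag or 80% toxicity; inconclusive = no clear call, values can overlap the other calls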;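 note: spot-positive cell cutoff set from DMSO-treated cells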
HEK293 NOD2/NF-kB – NOD2 signaling inhibitors, cell-based, luminescence, uHTS, HEK293 (AID 1566). inhibition, % at 4 µM; hits with a dose series show EC50 in µM. hit rate 0.63% among 290,000. HEK293 NOD2/NF-kB luciferase reporter, luminescence; higher % means a stronger effect; in the data active = inhibition above about 50%; note: many of its hits are not listed in these tables
b-catenin transl – modulators of beta-catenin nuclear translocation, primary screen, imaging, HeLa cells, immunofluorescence, high-content; nuclear translocation activity, % at 5 µM; hit rate 0.3% among 190,000; AID 1665, 2009;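 active = nuclear translocation activity above 50% at 5 µM, with a well cell count of 50 or more; inconclusive = wells under 50 cells across six images, flagged as toxic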;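 note: per-cell ratio of nuclear to cytoplasmic median beta-catenin stain intensity; plate controls were DMSO negative control for no effect and GSK-3 inhibitor IX positive control for full effect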
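Test system: human HeLa cells, native beta-catenin. Compound dosing: 5 µM primary single dose, 0.1% DMSO, 0.02–20 µM confirmation series. Incubation: compound exposure 24 h at 37°C. Detection: beta-catenin immunostaining with DAPI counterstain, 20x imaging, 6 fields/well. Read-out basis: Nuclear/cytoplasmic beta-catenin signal ratio, % activation.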
Yfh1-depleted yeast – enhancers of respiration in Yfh1-depleted yeast, dose response, Friedreich's ataxia, plus single-dose screen (AID 1465) | S. cerevisiae Yfh1-off respiration, WST-1 reduction, 72 h; higher fold induction means a stronger effect | one-dose fold induction at 50 µM; EC50 in µM for titrated hits | hit rate 0.074% among 220,000;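 active = fold induction of absorbance versus untreated yeast above a set limit, then at least 30% activation at any dose in follow-up; inconclusive = repeats straddling the limit, or above it without dose testing; inactive = fold induction below the set limit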;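 note: activators that raise dye reduction in frataxin-depleted yeast; strong numbers were not always called active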
Insulin prom up – insulin promoter activators in MIN6 cells, imaging, high-content screening, mouse beta cells; MIN6 insulin promoter-GFP reporter; active compounds read high; z-score at 5 µM; hit rate 0.3% among 190,000;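 active = z-score above 3 at 5 µM with at least 500 cells counted in the well; inconclusive = wells under 500 cells, flagged as cytotoxic or low count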
Dynein cargo inh – inhibitors of GR-EGFP nuclear translocation, primary screen, dynein cargo transport inhibitor project, imaging, high-content, 3617.4 mouse cells. test concentration mostly 20 µM; stimulated with dexamethasone, 1 µM; active compounds read low. z-score, hits read low. hit rate 0.47% among 220,000. AID 1381, 2008;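 active = plate z-score of nuclear minus cytoplasmic receptor signal below a set negative limit, without overly bright fluorescence or cell loss, cut at about -3.5 in these data, passing the limit was not always enough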;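 note: z-score of nuclear minus cytoplasmic ring GR-EGFP intensity difference per well; some compounds called inactive have numbers as strong as hits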
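Buffer or medium: Induction medium lacking tetracycline, stripped serum | Also added: Dexamethasone agonist, 1.0 µM final, for 30 min | Timing: 48 h induction, 1 h compound, 30 min dex at 37 °C | Detection: Formaldehyde fixation, Hoechst nuclear stain, 10x automated fluorescence imaging | Measure: Nuclear versus cytoplasmic GR-EGFP signal, averaged per well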
WT yeast gro inh – growth inhibition of WT strain, primary screen, mitochondrial fusion inhibitor project, WT and mutant strains, chemical genetic. hit rate 2.1% among 190,000. inhibition, % at 10 µM. AID 1362, 2008. mitochondrial fusion phenotypic screen; in the data active = inhibition above about 58%; tested in S. cerevisiae
Lipid droplet – inhibitors of hepatocyte lipid droplet formation, primary screen, imaging, high-throughput imaging, BODIPY stain; AML12 mouse hepatocytes, oleate lipid droplets; inhibition, % at 6.5 µM; hit rate 0.4% among 240,000; AID 1656, 2009;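 active = lipid droplet intensity inhibited by at least 50%, with more than 500 cells counted; inconclusive = wells with under 300 cells, treated as cytotoxic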
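Technique: fluorescence imaging, 20x objective, two fields per well / Assay system: AML12 hepatocytes (mouse) / Measure: % inhibition of lipid droplet signal / Doses: 6.5 µM single-point dosing / Incubation: overnight exposure / Reagent: 100 µM oleic acid challenge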
MT stabilize HCS – microtubule stabilizers in HeLa cells, primary screen, imaging, high-content imaging. % tubulin-high responders, % at 10 µM. hit rate 0.83% among 200,000. HeLa tubulin immunostaining HCS, 24 h; share of cells brighter than vehicle mean+2SD;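 active = plate Z-score above 3 for both tubulin-high and condensed-nucleus cell shares, with cell loss under 80%, at 10 µM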;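 note: anti alpha tubulin signal scored within the nucleus-defined area of each cell; some results filed as inactive read as strong as hits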
WT yeast gro inh mutant strain – also measured in WT yeast gro inh; calls as there; inhibition, %; mitochondrial fusion phenotypic screen, mutant strain inhibition
Dynein cargo inh cytoplasmic EGFP – further read-out of Dynein cargo inh, marked with its call; z-score; measured here: cytoplasmic GR-EGFP intensity; active compounds read high
Dynein cargo inh nuclear GR-EGFP – also measured in Dynein cargo inh; calls as there; z-score; measured here: nuclear GR-EGFP intensity;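 lower value marks the stronger effect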
Dynein cargo inh cell count – also measured in Dynein cargo inh; calls as there; z-score; measured here: cell count per field
Insulin prom up cell count – second read-out of Insulin prom up, no call of its own (marks repeat the call); cell count; measured here: cytotoxicity, nuclei count;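 total cells summed across four imaged fields per well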
Lipid droplet cells 6.5 µM – also measured in Lipid droplet; calls as there; cell count; measured here: cell count, cytotoxicity flag;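 cells counted across two imaged fields per well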
b-catenin transl cell count 5 µM – second read-out of b-catenin transl, no call of its own (marks repeat the call); cell count; measured here: cell count, cytotoxicity flag
MT stabilize HCS Hoechst-high % – second read-out of MT stabilize HCS, no call of its own (marks repeat the call); % Hoechst-high responders; measured here: nuclear condensation Hoechst responders;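 share of cells brighter than vehicle mean plus two SD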
MT stabilize HCS cytotoxicity % – further read-out of MT stabilize HCS, marked with its call; toxicity, %; measured here: cytotoxicity by cell density;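 0% = mean cell density of plate MIN control wells and 100% = no cells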
Autophagy HCS cell loss 18 h – second read-out of Autophagy HCS, no call of its own (marks repeat the call); toxicity, %; measured here: cell loss, nuclei count;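 cell loss after 18 h compound exposure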
The depositor's hits bear a star; i = inactive; ? = inconclusive; . = no result given. Some of the compounds tested, so the mix of outcomes need not match the whole.

SMILES | Autophagy HCS | Autophagy HCS cell loss 18 h | HEK293 NOD2/NF-kB | b-catenin transl | b-catenin transl cell count 5 µM | Yfh1-depleted yeast | Insulin prom up | Insulin prom up cell count | Dynein cargo inh | Dynein cargo inh cytoplasmic EGFP | Dynein cargo inh nuclear GR-EGFP | Dynein cargo inh cell count | WT yeast gro inh | WT yeast gro inh mutant strain | Lipid droplet | Lipid droplet cells 6.5 µM | MT stabilize HCS | MT stabilize HCS Hoechst-high % | MT stabilize HCS cytotoxicity %
O=C(NCCn1cc(SCc2ccccc2F)c2ccccc21)c1c(F)cccc1F | i | -9 | -28% | -3.0 | 561 | i | 2 | 1270 | 0.95 | -0.14 | 1.6 | -1.4 | 2 | -15 | 1 | 706 | 2.9 | 3.1 | 5.8
O=C(CCN1C(=O)c2ccccc2C1=O)NCCN1CCOCC1 | i | -2 | -6% | . | . | i | 0.59 | 1214 | -0.26 | 0.085 | -0.73 | -0.13 | 8 | -3 | 5 | 773 | 2.6 | 1.1 | 2.7
CCn1cc(CN(C)C(=O)/C=C/c2ccc([N+](=O)[O-])cc2)c(C)n1 | i | 48 | 9% | 2.6 | 1048 | i | -0.13 | 1511 | 0.17 | -0.29 | -0.024 | 0.3 | -11 | -8 | 17 | 683 | 2.1 | 1.9 | 12
COCC(=O)NC1CCN(CC(=O)Nc2ccccc2[N+](=O)[O-])CC1 | i | -14 | -6% | 2.2 | 1283 | i | 0.19 | 1390 | 0.6 | -0.3 | -0.071 | -0.42 | -6 | -19 | -6 | 694 | 3.3 | 1.4 | 6.8
CCOC(=O)N1CCC(N2Cc3cccc(C(=O)NCc4ccc(C)cc4)c3C2=O)CC1 | i | -4 | 4% | . | . | i | 2.1 | 889 | 0.21 | -0.02 | 0.31 | -0.71 | -11 | -3 | . | . | 3.0 | 3.2 | 3.6
CC(C)N1C(=O)CCC1C(=O)NCc1ccco1 (stereo not drawn) | i | 5 | 15% | 2.3 | 1067 | i | 0.21 | 1164 | -0.57 | -0.14 | -0.14 | 0.34 | 6 | 9 | 1 | 726 | 2.6 | 1.1 | 2.9
O=C(NCc1ccccc1)c1cccc(Br)n1 | i | 3 | 7% | . | . | i | . | . | -0.1 | -0.11 | 0.27 | 0.82 | -13 | -17 | -2 | 727 | 3.8 | 2.1 | 6.9
COc1ccc(C2=[N+](C)CCn3cccc32)c(OC)c1 | i | 6 | 17% | . | . | i | -1.6 | 641 | 1.1 | -0.11 | 0.83 | -2 | 16 | 9 | -32 | 607 | 5.1 | 1.9 | 1.9
Cc1cc(N=Cc2cc(Cl)ccc2O)no1 | i | -10 | -10% | 0.8 | 1133 | i | 1.3 | 831 | -0.55 | -0.021 | -0.32 | 0.73 | 58* | 4.7* | . | . | 1.5 | 1.1 | 8.1
CC(C)NC(=O)NC(=O)CSc1nnc(COc2ccccc2Cl)o1 | i | -20 | -5% | -0.8 | 1135 | i | -0.3 | 1682 | -1.1 | -0.2 | -0.77 | 0.039 | 14 | 12 | -8 | 630 | 2.9 | 2.1 | 5.8
O=C(CN1CCCN(S(=O)(=O)c2ccc(Br)cc2)CC1)Nc1ccc2cn[nH]c2c1 | i | 4 | . | . | . | i | . | . | -0.92 | 0.52 | -0.25 | -0.43 | . | . | . | . | 2.2 | 1.8 | 5.7
CCOC(=O)C(CC)n1nc(C)n2c(cc3sccc32)c1=O (stereo not drawn) | i | -9 | -7% | -0.6 | 1087 | i | -0.29 | 1837 | 0.012 | -0.12 | 0.13 | -0.36 | 3 | 8 | -11 | 672 | 2.9 | 1.2 | 5.9
Oc1ccc(/C=N\Nc2nncc(-c3ccccc3)n2)cc1 | . | . | -36% | -0.5 | 1280 | i | 1.5 | 969 | -0.54 | -0.64 | -0.53 | 0.067 | . | . | -19 | 634 | . | . | .
COc1ccc(C(=O)O/N=C(/c2cccs2)C(C)(C)C)cc1 | . | . | 1% | 0.6 | 1092 | i | 0.18 | 1476 | 0.23 | -0.24 | -0.11 | 0.49 | . | . | 8 | 743 | . | . | .
NCc1c(O)ccc2ccccc12 | . | . | 12% | -2.9 | 1176 | i | -0.15 | 1396 | 0.93 | -0.15 | 0.34 | -2.2 | . | . | 14 | 682 | . | . | .
Cc1onc(-c2ccccc2Cl)c1C(=O)NCc1ccc(N2CCCC2=O)cc1 | i | 2 | -2% | . | . | i | . | . | 1.9 | -0.14 | 1.9 | -2.6 | . | . | 13 | 730 | 3.1 | 0.7 | 50
O=[N+]([O-])c1cccnc1N1CCC(c2cc(-c3ccc(Cl)cc3Cl)n[nH]2)CC1 | i | 27 | 11% | 2.5 | 1204 | i | . | . | 1.8 | -0.18 | 1.1 | -1.4 | 65* | 14* | -7 | 809 | 1.7 | 1.1 | 6.1
CCOc1ccc(-n2c(SCC(=O)NCc3ccco3)nc3ccccc3c2=O)cc1 | i | 11 | -3% | 5.0 | 1045 | i | 0.36 | 1371 | -0.76 | 0.28 | -0.36 | 1.2 | -7 | 3 | 2 | 651 | 2.8 | 1.8 | 5.2
CCOC(=O)c1oc2nc(C)c3c(c2c1N)CC(C)(C)OC3 | i | 6 | -2% | 0.9 | 632 | i | -0.48 | 1427 | 0.042 | 0.46 | 0.15 | -0.34 | 27 | 24 | . | . | 2.1 | 1.5 | 15
Cn1c(=O)n(C)c2cc([N+](=O)[O-])c(N3CCN(C(=O)c4ccccc4Cl)CC3)cc21 | i | -11 | 24% | -1.8 | 1326 | i | -2.5 | 1140 | -0.48 | -0.067 | 0.37 | 0.6 | 31 | 6 | . | . | 2.8 | 2.0 | 5.5
Oc1csc(Cc2nc(-c3ccc4ccccc4c3)cs2)n1 | i | 15 | -72% | -1.4 | 1307 | i | -0.36 | 1614 | 0.16 | -0.21 | 0.79 | 1.2 | 77 | 84 | . | . | 2.9 | 1.9 | 5.9
Cc1nc2ccc(S(=O)(=O)N(C)CC(=O)NCc3ccc4c(c3)OCO4)cc2s1 | i | 19 | 14% | -3.3 | 1442 | i | -0.93 | 1357 | -0.57 | -0.15 | -0.12 | 0.02 | . | . | . | . | 4.0 | 2.7 | 11
CCn1c(=O)n(CC(=O)Nc2ccc(F)cc2)c(=O)c2ccccc21 | i | 5 | 9% | -0.5 | 1127 | i | -0.32 | 1305 | -0.54 | -0.28 | -0.22 | -0.19 | -1 | -32 | -2 | 734 | 1.6 | 1.8 | 4.0
CC1Oc2ccccc2OC1(O)c1ccc2ccccc2n1 (stereo not drawn) | i | 3 | 8% | 0.2 | 1095 | i | 0.04 | 1468 | -0.12 | -0.072 | 0.0077 | 0.72 | -18 | -3 | 4 | 662 | 2.4 | 2.0 | 0.7
FC(F)(F)c1ccc(Cl)c(-n2c(-c3cc(-c4ccco4)[nH]n3)n[nH]c2=S)c1 | . | . | 9% | -0.9 | 1266 | i | -0.8 | 877 | -0.45 | -0.24 | 0.19 | 1.2 | . | . | 1 | 627 | . | . | .
COc1cccc2sc(Nc3nc(-c4ccncc4)cs3)nc12 | i | 14 | -7% | 55* | 347* | i | -0.83 | 966 | -1.1 | -0.3 | -0.48 | 0.53 | 6 | -9 | ? | . | 23* | 38* | 39*
CCC(=O)c1ccc(OCCSc2ncccn2)cc1 | i | 7 | -96% | . | . | i | 0.32 | 1164 | 1.3 | -0.25 | 1.1 | -1.7 | -10 | 0 | -11 | 538 | 1.8 | 1.3 | 3.0
Cc1cc(C(=O)OCC(=O)N2CC(=O)Nc3ccccc32)c(C)n1-c1ccc(F)cc1 | i | 6 | 19% | 3.0 | 981 | i | . | . | -0.42 | -0.2 | -0.35 | -0.021 | 3 | -5 | -4 | 549 | 3.0 | 2.0 | 5.8
COCCNC(=O)CSc1nccn1Cc1ccc2c(c1)OCO2 | i | 15 | 24% | -6.7 | 1097 | i | 0.22 | 1621 | -0.032 | -0.33 | 0.52 | 0.73 | 2 | 7 | -26 | 443 | 4.2 | 2.4 | 4.4

Reprinted at random: three entries already listed.
SMILES | Autophagy HCS | Autophagy HCS cell loss 18 h | HEK293 NOD2/NF-kB | b-catenin transl | b-catenin transl cell count 5 µM | Yfh1-depleted yeast | Insulin prom up | Insulin prom up cell count | Dynein cargo inh | Dynein cargo inh cytoplasmic EGFP | Dynein cargo inh nuclear GR-EGFP | Dynein cargo inh cell count | WT yeast gro inh | WT yeast gro inh mutant strain | Lipid droplet | Lipid droplet cells 6.5 µM | MT stabilize HCS | MT stabilize HCS Hoechst-high % | MT stabilize HCS cytotoxicity %
O=C(NCc1ccccc1)c1cccc(Br)n1 | i | 3 | 7% | . | . | i | . | . | -0.1 | -0.11 | 0.27 | 0.82 | -13 | -17 | -2 | 727 | 3.8 | 2.1 | 6.9
COc1ccc(C2=[N+](C)CCn3cccc32)c(OC)c1 | i | 6 | 17% | . | . | i | -1.6 | 641 | 1.1 | -0.11 | 0.83 | -2 | 16 | 9 | -32 | 607 | 5.1 | 1.9 | 1.9
COc1cccc2sc(Nc3nc(-c4ccncc4)cs3)nc12 | i | 14 | -7% | 55* | 347* | i | -0.83 | 966 | -1.1 | -0.3 | -0.48 | 0.53 | 6 | -9 | ? | . | 23* | 38* | 39*
